Screening results from PubChem BioAssay.
ASK1 inh: ASK1 kinase inhibitors, primary screen, biochemical, AlphaScreen | AlphaScreen MKK6 phosphorylation by ASK1, luminescence | inhibition, % at 7.44 µM | 22,000 tested, 0.99% active | AID 1159602, 2016; in the data active means inhibition above about 35%;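 further: 0% = median of compound wells and 100% = no enzyme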
ULK1 primary: ULK1 kinase inhibitors, primary screen, biochemical, AlphaScreen | Serine/threonine-protein kinase ULK1 (Homo sapiens), O75385 | AlphaScreen Atg13 phosphorylation by ULK1, luminescence | inhibition, % at 5.96 µM | 30,000 tested, 1.9% active | AID 1259251, 2017; in the data active means inhibition above about 43%;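 further: 0% = median of compound wells and 100% = no enzyme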
Target sequence (O75385 whole entry, looked up): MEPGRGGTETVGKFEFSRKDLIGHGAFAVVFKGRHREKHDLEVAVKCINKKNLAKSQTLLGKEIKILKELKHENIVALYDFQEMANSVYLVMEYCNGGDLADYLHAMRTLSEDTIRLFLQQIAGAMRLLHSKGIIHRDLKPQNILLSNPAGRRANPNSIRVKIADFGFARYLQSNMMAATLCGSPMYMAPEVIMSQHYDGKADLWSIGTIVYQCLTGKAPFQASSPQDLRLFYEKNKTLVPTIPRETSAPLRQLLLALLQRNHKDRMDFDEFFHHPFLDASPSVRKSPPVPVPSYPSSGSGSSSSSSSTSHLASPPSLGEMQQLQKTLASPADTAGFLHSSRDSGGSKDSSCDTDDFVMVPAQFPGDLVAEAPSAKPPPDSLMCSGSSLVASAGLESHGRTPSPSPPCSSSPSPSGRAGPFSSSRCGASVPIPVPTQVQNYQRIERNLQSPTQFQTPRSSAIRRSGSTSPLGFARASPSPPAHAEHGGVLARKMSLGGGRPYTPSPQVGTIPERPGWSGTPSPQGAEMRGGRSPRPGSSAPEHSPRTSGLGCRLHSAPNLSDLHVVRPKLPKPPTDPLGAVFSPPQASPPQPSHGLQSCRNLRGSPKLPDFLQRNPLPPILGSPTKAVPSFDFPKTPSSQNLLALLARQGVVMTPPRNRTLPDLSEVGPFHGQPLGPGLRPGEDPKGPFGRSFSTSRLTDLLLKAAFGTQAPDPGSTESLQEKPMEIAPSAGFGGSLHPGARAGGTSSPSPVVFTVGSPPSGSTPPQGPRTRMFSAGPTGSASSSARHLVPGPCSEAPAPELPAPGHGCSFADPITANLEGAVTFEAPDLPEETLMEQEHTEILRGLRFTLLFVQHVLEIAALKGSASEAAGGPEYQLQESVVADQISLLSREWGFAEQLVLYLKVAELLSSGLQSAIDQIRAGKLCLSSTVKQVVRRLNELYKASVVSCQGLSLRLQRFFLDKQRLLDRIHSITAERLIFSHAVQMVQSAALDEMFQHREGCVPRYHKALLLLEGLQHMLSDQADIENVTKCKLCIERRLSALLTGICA
Numbers without * were called inactive; / = no result given; & = joins results of further samples.

SMILES | ASK1 inh | ULK1 primary
O=C(NCCOc1ccccc1)C1CCN(c2ccc(Nc3ccccc3)nn2)CC1 | -4 | -14
OCCNc1nc(NCc2ccc3c(c2)OCO3)nc2c1ncn2C1CCCCC1 | -4 | -14
COc1ccc2c3c1OC1CC(O)C=CC31CCN(C)C2 (centres undefined) | / | -10
COc1cccc(C(=O)Nc2ccc3oc(-c4ccc(F)cc4)cc(=O)c3c2)c1 | / | -2
CN(C)c1cccc(Nc2cc(C(=O)NC3CCN(Cc4ccccc4)CC3)ccn2)c1 | 15 | 18
O=C(NCc1cccc(C(F)(F)F)c1)c1cnc(Nc2ccc3ncccc3c2)s1 | 2 | -25
c1ccc(Oc2ccc(Nc3nc(Nc4cccnc4)nc4c3ncn4-c3ccccc3)cc2)cc1 | -5 | 11
O=C(O)c1ccc(-c2cnn(-c3ccccc3)c2)nc1 | / | 2
O=C(Nc1ccc2[nH]ncc2c1)C1CN(Cc2ccccc2)CC1c1cccc(Cl)c1 (centres undefined) | 8 | -22
COc1cc(-c2cn[nH]c2)c(F)cc1NC(=O)C1COc2ccccc2C1 (centres undefined) | -5 | -25
c1ccc(CN2CCC(Nc3ncnc4nc(-c5ccc(N6CCOCC6)nc5)[nH]c34)CC2)cc1 | 3 | 23
CCNc1cc(Nc2cc(OC)c(OC)c(OC)c2)ncn1 | 9 | 1
COCCNC(=O)/C(C#N)=C/c1ccc(OCC(C)C)c(OC)c1 | / | 10
Cc1cnc(NC2CCN(Cc3ccccc3)CC2)nc1NC1CCN(Cc2ccccc2)CC1 | -1 | -4
CC(=O)c1cc2ccccc2s1 | / | -1
Cc1cccc(OCC(O)CNC(C)C)c1 (centres undefined) | / | -9&-6
Cc1[nH]ncc1-c1ccc2cnc(Nc3ccc(-n4cnc(N5CCOCC5)n4)cc3)nc2c1 | -45 | 76*
COc1cc(Nc2nc(Nc3ncccn3)nc3c2ncn3C(C)C)cc(OC)c1OC | -1 | 3
CC(=O)Nc1ccc(Nc2nc(Nc3ccncn3)nc3c2ncn3-c2ccsc2)cc1 | 3 | 5
c1ccc(CNc2cc(NC3CCN(Cc4ccccc4)CC3)ncn2)cc1 | -11 | -5
Cc1cc(N2CCCCC2)nn2cnnc12 | / | 8
NNC(=O)c1ccncc1 | / | -10
COc1ccc(-c2nc(NCCN3CCOCC3)c3ncn(-c4ccsc4)c3n2)cn1 | -3 | -21
CN(C)CCOc1cc(-c2cn[nH]c2)ccc1NC(=O)C(O)c1ccc(C(F)(F)F)cc1 (centres undefined) | -1 | 3
CC(=O)OCC1OC(Nc2cccc(C)c2)C(OC(C)=O)C(OC(C)=O)C1OC(C)=O (centres undefined) | / | -23
COc1cc(OC)nc(Oc2cccnc2C(=O)N[C@@H](C)C(=O)OC(C)(C)C)n1 | / | 2
c1ccc(-c2nc(-c3ccncc3)cc(N3CCN(c4ccccn4)CC3)n2)nc1 | / | -4
O=c1[nH]n(-c2cccc(Cl)c2)c(O)c1/C=C1\C=Nc2ccccc21 | / | -5
c1ccc(-c2cc(N3CCC4(CC3)OCCO4)nc(-c3ccccn3)n2)cc1 | / | -17
O=C1CCCN1CCn1cnc2c(NC3CCN(Cc4ccccc4)CC3)nc(Nc3cnccn3)nc21 | -2 | 21
Cc1nc(NCCN(C)C)cc(-c2cccc(C(F)(F)F)c2)n1 | / | 11
C=C1C[C@H](c2ccccc2)N(C)C[C@H]1C | -9 | -8
CCN(CC)C(=O)C1CCCN(c2ncc(C(N)=O)s2)C1 (centres undefined) | 7 | 2
CC(=O)c1ccc(N=Nc2ccc(N3CCOCC3)cc2)cc1 | / | -8
COc1cc(Nc2nc(-c3cccc(C(C)=O)c3)nc3c2ncn3-c2ccccc2)cc(OC)c1OC | 15 | -2
COCCCNC(=O)c1ccc2c(c1N)C(=O)c1ccccc1C2=O | / | 7
COc1ccccc1NS(=O)(=O)c1cccc(C(=O)Nc2ccc(C(=O)O)cc2)c1 | / | 10
O=C(NC1CC1)c1csc(NC2CCC(O)CC2)n1 (centres undefined) | -30 | -2
c1ccc(Nc2nc(Nc3ccccn3)nc3nc[nH]c23)cc1 | -4 | -13
Cc1nc(C)n(-c2ccc(Nc3cc(-c4cnn(C)c4)ccn3)cc2)n1 | -12 | 7
Cc1nn(C)c(C)c1-c1ncc(C(=O)NCCN(C(C)C)C(C)C)s1 | -4 | 7
COc1cc(Nc2nc(-c3ccc(C(=O)N4CCN(C)CC4)cc3)nc3c2ncn3-c2ccsc2)cc(OC)c1OC | -2 | -20
COc1cc(NC(=O)c2cnc(Nc3cnccn3)s2)cc(OC)c1OC | 12 | 12
Cc1nc(C)n(-c2ccc(Nc3ncc4ccc(-c5cnn(C)c5)cc4n3)cc2)n1 | -10 | 75*
O=C(Cc1cn(-c2ccc(Nc3ccc(-n4ccnc4)cc3)nn2)c2ccccc12)NCc1ccccc1 | 8 | 16
c1ccc(CNc2nc(Nc3ccc(N4CCOCC4)cc3)nc3nc[nH]c23)cc1 | 14 | 32
COc1cc2nc(N3CCN(C(=O)C4CCCO4)CC3)nc(N)c2cc1OC (centres undefined) | / | -9
Cc1nn(C)c(C)c1-c1cncc(C(=O)Nc2ccccc2)c1 | -5 | 5
COc1ccc(-c2cnc(NCCCn3ccnc3)nc2)cc1 | / | 6
FC(F)(F)c1ccc(Cn2cnc3c(Nc4ccc5c(c4)OCO5)nc(N4CCN(Cc5ccc6c(c5)OCO6)CC4)nc32)cc1 | 35 | 10
Later entries:
SMILES | ASK1 inh | ULK1 primary
O=C(NC1CC1)c1ccc(-c2cccc(C(=O)NCc3cccc(C(F)(F)F)c3)n2)cc1 | 11 | -16
CN1CCN(c2ccc(-c3nc(NC4CCN(Cc5ccccc5)CC4)c4ncn(CCN5CCCC5=O)c4n3)cc2)CC1 | 7 | -3
CON(C)c1nc(OCCNC(=O)OCc2ccc(Cl)cc2Cl)nc(N(C)C)n1 | / | -15
OC(Cn1ccnc1)c1ccc(Cl)cc1Cl (centres undefined) | / | 1
CC(C)(C)OC(=O)NC(c1ccc(-n2cc(NC(=O)Cc3ccccc3)cn2)cc1)C(F)(F)F (centres undefined) | 3 | -2
O=C(Cc1ccccc1)Nc1cnn(-c2cccc(C(=O)N[C@H]3CCCNC3)c2)c1 | -3 | 18
CCC(=O)N1c2ccc(S(C)(=O)=O)cc2NC(=O)C1C(C)C (centres undefined) | / | 6
CCNc1nc(C)cc(NCc2cccc(C(F)(F)F)c2)n1 | -10 | -11
CN(C)C(=O)c1cc(-c2cn[nH]c2)ccc1NC(=O)[C@@H]1Cc2cc(F)ccc2CN1 | -13 | -4
Cc1cc(NCCO)nc(Cl)n1 | -3 | 3
O=C(NC1CC1)c1ccc(-c2nc(Nc3ccc(N4CCOCC4)cc3)c3ncn(Cc4ccc(C(F)(F)F)cc4)c3n2)cc1 | 18 | 5
COc1ccc(CCNc2nc(-c3c(C)noc3C)nc3c2ncn3C(C)C)cc1 | 6 | -11
CC(=O)c1cccc(-c2nc(N)c3ncn(CCN4CCCC4=O)c3n2)c1 | -14 | 7
CCCNc1cc(C)nc(Nc2ncccn2)n1 | -12 | -3
CC1(C)Oc2nc3ccccc3n2/C1=C\C#N | / | -6
NC(=O)N/N=C/c1ccc(OCC(O)Cn2c3ccccc3c3ccccc32)cc1 (centres undefined) | / | -72
Cc1c(-c2cnn(C)c2)ccc2cnc(Nc3ccc(-n4cnc(N5CCOCC5)n4)cc3)nc12 | -66 | 60*
Cc1cnc(-c2c(C)noc2C)nc1NC1CC1 | -2 | 2
c1ccc(CNc2nc(Nc3ccc(N4CCOCC4)cc3)nc3c2ncn3C2CCCCC2)cc1 | 5 | 9
O=C(C(O)c1ccc(Cl)cc1)N1CCN(c2ccc3[nH]ncc3c2)CC1 (centres undefined) | -8 | -1
Cc1[nH]ncc1-c1ccc2nc(NC(=O)C3COc4ccc(F)cc4C3)sc2c1 (centres undefined) | 39* | 14
CCNc1ncc(C)c(NCc2cccc(C(F)(F)F)c2)n1 | -13 | -2
OC1CCC(Nc2nc(NCc3ccccc3)c3ncn(Cc4ccc(C(F)(F)F)cc4)c3n2)CC1 (centres undefined) | 4 | -12
CC(C)N(CCNc1cc(N2CCOCC2)nc(N)n1)C(C)C | -8 | -3
O=C(OC1C(OC(=O)c2cccnc2)C(OC(=O)c2cccnc2)C(OC(=O)c2cccnc2)C(OC(=O)c2cccnc2)C1OC(=O)c1cccnc1)c1cccnc1 (centres undefined) | / | 1
CC(=O)Nc1ccc(NC(=O)c2csc(N3CCN(c4ccccn4)CC3)n2)cc1 | 13 | 5
Nc1cccc(-c2nc(N)c3ncn(CCN4CCCC4=O)c3n2)c1 | -15 | 0
Cc1cc(Nc2ccc3c(c2)OCO3)nc(Nc2ccc3ncccc3c2)n1 | -15 | -60
Cc1cccc(COC(=O)Nc2ccc(-c3cn[nH]c3)cc2OCCN(C)C)c1 | 2 | -5
CC(=O)Nc1ccc(Nc2nc(-c3c(C)noc3C)nc3c2ncn3-c2ccsc2)cc1 | -14 | -19
COc1cc2nc(-c3ccccc3)nc(NCCCN3CCOCC3)c2cc1OC | -3 | 10
O=C(NCc1cccnc1)c1cccc(Nc2ccc(-n3ccnc3)cc2)c1 | -4 | 21
COc1ccc(CCNc2nc(-c3ccc(N4CCOCC4)nc3)nc3c2ncn3-c2ccccc2)cc1 | 4 | -8
Cc1cccc(NC(=O)c2cccc(-n3ncc4cc(Nc5ccccc5Cl)ccc43)c2)c1 | -11 | -11
O=C(NCc1nc2ccccc2[nH]1)c1ccc2nc(-c3ccccc3)sc2c1 | 13 | 1
Cn1cc(-c2cscc2-c2ccnc(Nc3ccc(N4CCOCC4)cc3)c2)cn1 | 20 | -6
Cc1cnc(Nc2ccc(-n3ccnc3)cc2)nc1Nc1ccccc1 | -33 | 35
c1ccc(CNc2nc(NCc3cccnc3)nc3c2ncn3C2CCCCC2)cc1 | 8 | -2
Cc1nn(C)c(C)c1-c1nc(C(N)=O)cs1 | -7 | 7
CCOC(=O)/C=C/C(=O)Nc1ccc(Oc2ccccc2)cc1 | / | 29
c1ccc(-c2ccnc(Nc3ccc(-c4ncno4)cc3)n2)cc1 | 18 | 6
O=C(O)c1ccccc1C(c1ccc(O)cc1)c1ccc(O)cc1 | / | -1
NC(=O)c1ccc(-c2cncc(C(=O)NCCOc3ccccc3)c2)cc1 | 7 | -4
Clc1cc(NC2CCN(Cc3ccccc3)CC2)ncn1 | -1 | -5
CC(O)(CC(=O)O)CC(=O)O | / | 5
CS(=O)(=O)c1ccc2c(c1)NC(=O)CN2C(=O)Cc1ccccc1Cl | / | -13
CC(=O)c1cccc(-c2nc(C)cc(NCc3ccccc3)n2)c1 | 10 | -13
Cc1ccc(C)c(OCC(=O)N/N=C/c2ccc([N+](=O)[O-])c(O)c2)c1C | / | 6
CC(=O)c1cccc(-c2cncc(C(=O)NC3CC3)c2)c1 | 5 | 10
COc1ccc(CCNC(=O)Cc2cn(-c3ccc(Nc4cc(OC)c(OC)c(OC)c4)nn3)c3ccccc23)cc1 | 10 | -10
Further entries follow:
SMILES | ASK1 inh | ULK1 primary
CC(=O)Oc1ccc(C(c2ccc(OC(C)=O)cc2)c2ccccn2)cc1 | / | 0
Cc1ncn(-c2ccc(Nc3nccc(N4CCCC(CO)C4)n3)cc2)n1 (centres undefined) | -6 | 12
COc1ccc2c(c1)CC(c1nc3c(OCCCO)cc(-c4cn[nH]c4C)cc3[nH]1)CO2 (centres undefined) | -8 | -7
Nc1nc(Cl)cc(NCCCN2CCCC2=O)n1 | 0 | 9
CCCCCCCCCCCCCCCC(=O)OCCC1CCN(CCCN2c3ccccc3Sc3ccc(S(=O)(=O)N(C)C)cc32)CC1 | / | -3
O=C(NCc1cccnc1)c1ccnc(NCc2ccc3c(c2)OCO3)c1 | 3 | -4
O=C(Nc1nnc2n1CCS2)C1(c2ccc(Cl)cc2)CCCC1 | / | 3
COc1cc2nc(NC3CCN(Cc4ccccc4)CC3)nc(Nc3cc(OC)c(OC)c(OC)c3)c2cc1OC | 17 | -7
N#C/C(=C/c1ccc(OCC(=O)O)c(Cl)c1)C(=O)N1CCOCC1 | / | 4
Cc1cc(CC(=O)Nc2cnn(-c3cccc(C(=O)Nc4ccc(N5CCOCC5)cc4)c3)c2)on1 | 10 | -27
CC1CCCN(C(=O)C2CCN(Cc3ccccc3F)CC2)C1 (centres undefined) | / | 7
CC(C)n1c(NCc2cccnc2)nc2c(NCc3cccc(C(F)(F)F)c3)ncnc21 | 2 | -3

15 compounds already listed, ordered by length of the SMILES, rising.
SMILES | ASK1 inh | ULK1 primary
CC(O)(CC(=O)O)CC(=O)O | / | 5
Nc1nc(Cl)cc(NCCCN2CCCC2=O)n1 | 0 | 9
CC1CCCN(C(=O)C2CCN(Cc3ccccc3F)CC2)C1 (centres undefined) | / | 7
CC(=O)c1cccc(-c2cncc(C(=O)NC3CC3)c2)c1 | 5 | 10
O=C(Nc1nnc2n1CCS2)C1(c2ccc(Cl)cc2)CCCC1 | / | 3
CC(=O)c1cccc(-c2nc(C)cc(NCc3ccccc3)n2)c1 | 10 | -13
Cc1ncn(-c2ccc(Nc3nccc(N4CCCC(CO)C4)n3)cc2)n1 (centres undefined) | -6 | 12
CC(=O)Oc1ccc(C(c2ccc(OC(C)=O)cc2)c2ccccn2)cc1 | / | 0
CS(=O)(=O)c1ccc2c(c1)NC(=O)CN2C(=O)Cc1ccccc1Cl | / | -13
CC(C)n1c(NCc2cccnc2)nc2c(NCc3cccc(C(F)(F)F)c3)ncnc21 | 2 | -3
Cc1ccc(C)c(OCC(=O)N/N=C/c2ccc([N+](=O)[O-])c(O)c2)c1C | / | 6
COc1ccc2c(c1)CC(c1nc3c(OCCCO)cc(-c4cn[nH]c4C)cc3[nH]1)CO2 (centres undefined) | -8 | -7
Cc1cc(CC(=O)Nc2cnn(-c3cccc(C(=O)Nc4ccc(N5CCOCC5)cc4)c3)c2)on1 | 10 | -27
COc1cc2nc(NC3CCN(Cc4ccccc4)CC3)nc(Nc3cc(OC)c(OC)c(OC)c3)c2cc1OC | 17 | -7
CCCCCCCCCCCCCCCC(=O)OCCC1CCN(CCCN2c3ccccc3Sc3ccc(S(=O)(=O)N(C)C)cc32)CC1 | / | -3
